CHT block = inhibitors of human choline transporter CHT | Q9GZV3 | CHT-expressing cells, membrane potential dye, choline response; active compounds read low | B-score at 10 µM | actives 0.86% (n = 310,000) | AID 488975;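 active = B-score over 3 SD under the library average, and starting fluorescence ratio not unusually high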;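 also: choline stimulus applied at its EC90 after an EC20 pre-addition; B-score computed on integrated fluorescence ratio after choline addition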
Target sequence (Q9GZV3 whole entry, looked up): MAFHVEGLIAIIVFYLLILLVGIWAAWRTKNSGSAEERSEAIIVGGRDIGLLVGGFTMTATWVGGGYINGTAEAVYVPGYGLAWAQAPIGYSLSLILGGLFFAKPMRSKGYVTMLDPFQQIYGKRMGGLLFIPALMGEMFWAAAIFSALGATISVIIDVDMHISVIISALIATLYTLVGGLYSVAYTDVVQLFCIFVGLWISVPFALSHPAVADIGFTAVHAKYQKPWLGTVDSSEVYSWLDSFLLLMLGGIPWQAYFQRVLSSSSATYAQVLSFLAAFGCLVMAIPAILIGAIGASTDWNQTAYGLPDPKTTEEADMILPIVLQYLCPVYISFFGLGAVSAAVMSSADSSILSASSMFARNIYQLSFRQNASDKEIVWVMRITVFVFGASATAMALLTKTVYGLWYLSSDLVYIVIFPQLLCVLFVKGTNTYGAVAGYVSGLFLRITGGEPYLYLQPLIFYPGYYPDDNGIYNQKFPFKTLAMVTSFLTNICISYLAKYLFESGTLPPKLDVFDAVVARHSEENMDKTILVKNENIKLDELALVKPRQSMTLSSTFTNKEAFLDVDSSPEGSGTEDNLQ
CHT allo act = allosteric activators of human choline transporter CHT; Q9GZV3; CHT-expressing cells, membrane potential dye, choline EC20; active compounds read high; LV-AA mutant CHT in HEK293 cells; actives 0.49% (n = 310,000); AID 488977; B-score at 10 µM;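 active = initial fluorescence not abnormally high and integrated response B-score, plate-corrected, over 3 SD above library mean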
STK33 inh = human STK33 kinase inhibition; purified STK33, MBP phosphorylation, ADP-Glo luminescence; inhibition, % at 10 µM; actives 0.073% (n = 320,000); AID 2661;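 active = inhibition at or above 25%, using the most active replicate where run in duplicate; inactive = inhibition below 25%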
Target sequence (Q9BYT3 whole entry, looked up): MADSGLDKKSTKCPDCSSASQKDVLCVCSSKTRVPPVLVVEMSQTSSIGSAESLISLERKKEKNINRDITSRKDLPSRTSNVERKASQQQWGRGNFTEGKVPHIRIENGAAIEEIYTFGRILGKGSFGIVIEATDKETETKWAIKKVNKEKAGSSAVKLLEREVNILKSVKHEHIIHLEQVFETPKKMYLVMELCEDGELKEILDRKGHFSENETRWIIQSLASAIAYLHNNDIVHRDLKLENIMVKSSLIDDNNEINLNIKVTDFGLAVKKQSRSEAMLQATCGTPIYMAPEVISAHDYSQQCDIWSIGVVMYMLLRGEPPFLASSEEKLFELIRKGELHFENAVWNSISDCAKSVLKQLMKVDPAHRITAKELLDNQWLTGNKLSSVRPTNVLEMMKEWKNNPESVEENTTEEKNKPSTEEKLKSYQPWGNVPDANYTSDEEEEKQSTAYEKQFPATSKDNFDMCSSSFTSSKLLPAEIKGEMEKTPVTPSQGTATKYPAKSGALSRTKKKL
* marks the source's active call; other numbers are inactive results; i = inactive; . = not tested or not shown.

A first look (15 entries):
SMILES	CHT block	CHT allo act	STK33 inh
CCOC(=O)c1c(NC(=O)COC(=O)c2cc(OC)c(OC)cc2[N+](=O)[O-])sc(C)c1CC	i	i	-0.6
COc1ccc(OC)c(/C=N/NC(=O)c2cc[n+](CC(=O)c3ccccc3)cc2)c1	i	i	-0.5
COc1ccc(-n2cc(CNCCc3ncc(C)[nH]3)c(-c3ccccc3Cl)n2)cc1	i	i	0.8
CCCn1c(SCC(=O)NC2CCCCC2)nnc1-c1cccnc1	i	i	-0.4
O=C(CCc1nc2ccccc2c(=O)[nH]1)OCC(=O)N1CCN(S(=O)(=O)c2ccccc2)CC1	i	i	-0.9
Cc1cc(OCC(=O)Nc2cnn(CCCC(=O)O)c2)ccc1[N+](=O)[O-]	i	i	-1.2
Cc1ccccc1C(=O)Nc1cccc(NC(=O)Cn2cnc3c(=O)n(C)c(=O)n(C)c32)c1	i	i	-0.8
CSc1ccccc1NC(=O)Cc1ccccc1[N+](=O)[O-]	i	i	-0.8
Cc1ccnc(NC(=O)CCC(=O)N(CC(=O)NC2CCCCC2)CC2CCCO2)c1 (stereo not drawn)	i	i	0.1
CC(C)(C)n1nc2c(c1NC(=O)c1ccc([N+](=O)[O-])cc1)CS(=O)(=O)C2	i	i	-2.1
CN(CC(=O)NC1CCCCC1)S(=O)(=O)c1ccc(Br)s1	i	i	-1.3
Cc1cc(C)n(-c2cc(N3CCN(C(=O)c4ccccc4C)CC3)ccc2[N+](=O)[O-])n1	i	i	0.0
CCOc1cc(N2CCOCC2)c(OCC)cc1NCC(=O)N1CCN(Cc2ccccc2)CC1	i	i	0.0
COc1cccc(OCC(O)CO)c1 (stereo not drawn)	i	i	0.9
O=C(Nc1ccccc1C(=O)N1CCCCCC1)c1ccccc1	i	i	-0.4

All compounds of this part, repeating the preview:
SMILES	CHT block	CHT allo act	STK33 inh
CCOC(=O)c1c(NC(=O)COC(=O)c2cc(OC)c(OC)cc2[N+](=O)[O-])sc(C)c1CC	i	i	-0.6
COc1ccc(OC)c(/C=N/NC(=O)c2cc[n+](CC(=O)c3ccccc3)cc2)c1	i	i	-0.5
COc1ccc(-n2cc(CNCCc3ncc(C)[nH]3)c(-c3ccccc3Cl)n2)cc1	i	i	0.8
CCCn1c(SCC(=O)NC2CCCCC2)nnc1-c1cccnc1	i	i	-0.4
O=C(CCc1nc2ccccc2c(=O)[nH]1)OCC(=O)N1CCN(S(=O)(=O)c2ccccc2)CC1	i	i	-0.9
Cc1cc(OCC(=O)Nc2cnn(CCCC(=O)O)c2)ccc1[N+](=O)[O-]	i	i	-1.2
Cc1ccccc1C(=O)Nc1cccc(NC(=O)Cn2cnc3c(=O)n(C)c(=O)n(C)c32)c1	i	i	-0.8
CSc1ccccc1NC(=O)Cc1ccccc1[N+](=O)[O-]	i	i	-0.8
Cc1ccnc(NC(=O)CCC(=O)N(CC(=O)NC2CCCCC2)CC2CCCO2)c1 (stereo not drawn)	i	i	0.1
CC(C)(C)n1nc2c(c1NC(=O)c1ccc([N+](=O)[O-])cc1)CS(=O)(=O)C2	i	i	-2.1
CN(CC(=O)NC1CCCCC1)S(=O)(=O)c1ccc(Br)s1	i	i	-1.3
Cc1cc(C)n(-c2cc(N3CCN(C(=O)c4ccccc4C)CC3)ccc2[N+](=O)[O-])n1	i	i	0.0
CCOc1cc(N2CCOCC2)c(OCC)cc1NCC(=O)N1CCN(Cc2ccccc2)CC1	i	i	0.0
COc1cccc(OCC(O)CO)c1 (stereo not drawn)	i	i	0.9
O=C(Nc1ccccc1C(=O)N1CCCCCC1)c1ccccc1	i	i	-0.4
CC(=O)c1ccc(NC(=O)CCc2nnc3ccc(N4CCCC4)nn23)cc1	i	i	0.6
C/C(=N\Nc1nc2ccccc2s1)c1ccc2c(c1)OCO2	i	i	1.5
CCN(CC)C(=O)C1CCCN(Cc2cccc(Oc3ccccc3)c2)C1 (stereo not drawn)	i	i	-1.0
COc1ccc2c(c1OC)C(=O)N1C2SC[C@H]1C(=O)NCCC(C)C (stereo partly drawn)	i	i	-1.3
NC(=O)c1ccccc1NC(=O)CSC1=NCCS1	i	i	-1.0
O=C(NCc1ccco1)C(c1ccccc1)N(C(=O)Cc1cccs1)c1ccccc1F (stereo not drawn)	i	i	0.7
Cc1cc(NC(=O)c2ccc3c(c2)C(=O)N(C)C3=O)no1	i	i	0.4
CC(C)CNc1nc(N)c([N+](=O)[O-])c(NCc2ccccc2)n1	i	i	-0.5
CN1CCc2c(n(CC(O)CNCc3ccccc3)c3ccccc23)C1=O (stereo not drawn)	i	i	-1.4
O=C(NCc1ccccc1F)C1CCC(=O)N(Cc2ccc(Cl)cc2)C1 (stereo not drawn)	i	i	-2.7
Nn1c(SCc2ccc(Br)cc2)nnc1-c1cccnc1	i	i	-0.1
COc1ccc2nc(NC(=O)C3CCCO3)sc2c1 (stereo not drawn)	i	i	0.3
Cc1cccc(-n2ncc3c2CCCC3NC(=O)c2ccc[n+]([O-])c2)c1C (stereo not drawn)	i	i	-0.8
CCCCOC(=O)Nc1nnc(-c2ccccc2OC)s1	i	i	-0.7
Cc1ccc(Cl)cc1NC(=O)CCC(=O)O	i	i	-1.1
O=C(N/N=C/c1ccc(OC(=O)c2ccccc2)cc1)c1ccc(CN2CCOCC2)cc1	i	i	-0.8
O=C(CN1CCC(C(O)(c2ccccc2)c2ccccc2)CC1)Nc1ccccc1	i	i	-0.8
Cc1cccc(C)c1-n1c(C)nn(CCOc2ccccc2)c1=O	i	i	-0.1
COc1ccc(C2CC(c3ccc(Br)cc3)=NN2C(=O)CN2CCCC2)cc1 (stereo not drawn)	-7.1*	i	-0.9
c1ccc(Cc2nnc3sc(-c4ccco4)nn23)cc1	i	i	-0.8
O=C(CN1C(=O)COc2ccccc21)NCCN1CCCC1	i	i	0.2
Cc1ccc2c(NC(=O)c3ccc(Br)o3)cccc2n1	i	i	1.0
CC(=O)Nc1ccc(S(=O)(=O)NCCC(=O)OCC(=O)NNC(=O)c2ccccc2)cc1	i	i	-2.0
CC12CCC(=O)N1C(C(=O)NCCc1ccccc1)CS2 (stereo not drawn)	i	i	-1.2
COc1ccc2oc(C(=O)OCC(=O)NC(=O)c3ccccc3)c(C)c2c1	i	i	0.4
CC(C)CN(C(=O)COC(=O)c1ccccn1)c1c(N)n(Cc2ccccc2)c(=O)[nH]c1=O	i	i	-1.5
CCOC(=O)N1CCN(CC(=O)Nc2cc(OCC)ccc2OCC)CC1	i	i	0.0
COc1ccc(/C=N/N2CCN(c3ccccc3OC)CC2)cc1Br	i	i	-2.5
O=C(NC1CCCCC1)C(c1ccccn1)N(C(=O)c1csnn1)C1CCCCC1 (stereo not drawn)	i	i	-0.9
O=C(NC(NC(=S)N1CCOCC1)C(Cl)(Cl)Cl)c1ccc(Cl)cc1 (stereo not drawn)	i	i	-1.7
O=[N+]([O-])c1ccccc1N/N=C\c1ccccc1Cl	i	i	0.1
c1ccc(-c2nnc(-c3ccccn3)c(-c3ccccn3)n2)nc1	i	i	-2.8
CC(C)(C)OC(=O)N1CCC[C@H]1C(=O)N/N=C/c1cccc2cccnc12	i	i	-0.7
O=C(COC(=O)c1cncc(Br)c1)Nc1ccc2c(c1)OCO2	i	i	0.1
COc1ccc(N2C(=O)N3[C@H](c4ccc(Cl)cc4)[C@@H]4C(=O)N(C5CCCCC5)C(=O)[C@@H]4[C@]3(Cc3ccc(Cl)cc3)C2=O)cc1	i	i	-1.9

(more compounds)
SMILES	CHT block	CHT allo act	STK33 inh
O=C(NCc1ccccc1Cl)NCc1ccccc1Cl	i	i	-1.8
O=C(CNC(=O)C(c1ccccc1)c1ccccc1)N/N=C/c1ccc(O)c([N+](=O)[O-])c1	i	i	0.7
CCOc1cc(S(=O)(=O)NCc2cccnc2)c(C)cc1C	i	i	-0.6
CCOc1ccc(OCC)c(NC(=O)C2CCCN(S(=O)(=O)c3ccc(C)cc3)C2)c1 (stereo not drawn)	i	i	-1.4
CCn1c2ccccc2c2cc(/C=N/n3c(C)nnc3C)ccc21	i	i	-0.9
CCOC(=O)NC(=O)/C(C=Nc1ccc(Cl)c(Cl)c1Cl)=C(\C)O	i	i	.
CC1(C)Cc2c(c(=S)nc(-c3ccccc3)n2CCOCCO)CO1	i	i	0.1
CC(=O)N1CCN=C1SCc1ccccc1Cl	i	i	-0.3
CC(=O)Nc1ccc2[nH]c(C)c(CC=C(Cl)Cl)c(=O)c2c1	i	i	-2.4
Cc1ccccc1-c1noc(CCC(=O)NCc2ccco2)n1	i	i	-0.5
CSc1ccc(Cl)c(C(=O)NCc2ccco2)c1	i	i	0.4
CN(C)CCN(C)Cc1c2ccccc2c(CN(C)CCN(C)C)c2ccccc12	i	i	2.2
Cc1ccc(NC(=O)Cc2noc3ccccc23)nc1	i	i	0.5
Cc1cc(Nc2ccc3c(c2)OCCO3)c2cccc(C)c2n1	i	i	-2.2
CCC(C)(C)NC(=O)C(c1cccc(OC)c1OC)N(Cc1ccccc1)C(=O)CCC(=O)Nc1cc(C)on1 (stereo not drawn)	i	i	-0.6
COc1ccc(N2CC(NS(=O)(=O)c3cccs3)CC2=O)cc1 (stereo not drawn)	i	i	-2.1
Clc1ccc(C=NC23CN4CN(CN(C4)C2)C3)cc1	i	i	-0.8
CCC(=O)n1nc(-c2cccnc2)nc1NCc1ccc(OC)cc1	i	i	-0.6
Cc1cccc(N2C(=O)C(Oc3ccc(Cl)cc3Cl)C2C(=O)O)c1C (stereo not drawn)	i	i	-2.8
Cc1ccccc1Cn1cc(NC(=O)c2nn(C)cc2Cl)cn1	i	i	.
Cc1c(C(=O)N2CCN(CCc3ccccn3)CC2)oc2ccc(F)cc12	i	i	-1.0
CCOCCCNC(=S)N1C2CCC1CC(NC(=O)NC1CCCCC1)C2 (stereo not drawn)	i	i	-0.7
Cc1ccc(-c2c(C#N)c(N)nc3c2CCCCCC3)o1	i	i	-0.8
O=C(C1CCN(Cc2ccc(F)cc2)CC1)N(CCO)Cc1ccccc1	i	i	-1.0
O=C(CSc1cccc2cccnc12)Nc1ccccc1F	i	i	-1.7
COc1ccc(C(CCN2CCCC(C)C2)c2c(OC)cc(OC)c3c2OC(=O)CC3c2cc(OC)c(OC)c(OC)c2)cc1 (stereo not drawn)	i	i	1.7
Cc1ccc(S(=O)(=O)N2CCN(C(=O)c3cc(=O)[nH]c4ccccc34)CC2)c(C)c1	i	i	-2.2
CCn1cnc2c1c(=O)n(Cc1cccc([N+](=O)[O-])c1)c(=O)n2Cc1ccccc1	i	i	0.1
CC(=O)c1ccccc1NC(=O)c1ccc2c(c1)NC(=O)C(C)S2 (stereo not drawn)	i	i	-0.1
CCN(Cc1ccccc1)C(=O)c1nn(-c2ccc(OC)cc2)c(=O)c2c1c1ccccc1n2C	i	i	-0.9
CCN(Cc1ccccc1)S(=O)(=O)c1c(N)n(C)c(=O)n(C)c1=O	i	i	-1.3
CCOc1cc(NC(=S)NCCCN2CCOCC2)c(OCC)cc1NC(=O)c1ccccc1	i	i	0.4
O=C(COc1ccc(Cl)cc1)NCCS(=O)(=O)N1CCN(c2ccccc2F)CC1	i	i	2.6
CCOc1ccc(NC(=O)C2CCCN(S(=O)(=O)c3ccc4c(c3)CCCN4C(C)=O)C2)cc1 (stereo not drawn)	i	i	1.1
CN(C)c1cc(Nc2cccc(O)c2)c([N+](=O)[O-])c2nonc12	i	i	-2.4
CCN(CC(=O)NCc1ccc(Cl)cc1)C(=O)CSc1cccc(C(F)(F)F)c1	i	i	1.9
O=C(COC(=O)c1cccs1)NCc1ccco1	i	i	0.0
Cc1nc2ccccc2n1/N=C/c1ccc([N+](=O)[O-])s1	i	i	0.7
COC(=O)C1CN(S(=O)(=O)c2cc(OC)ccc2OC)CCS1 (stereo not drawn)	i	i	0.3
Cc1ccccc1C(=O)Nc1nnc(-c2ccc(C(C)(C)C)cc2)s1	i	i	4.5
N#Cc1nc(Cc2cccc3ccccc23)oc1NCCN1CCCCC1	i	i	-0.8
CC1CC(c2ccccc2)n2nc(NC(=O)c3cccs3)nc2N1 (stereo not drawn)	i	i	-1.4
CCN(CC(=O)Nc1ccc2c(c1)OCCO2)C(=O)c1cccc(S(=O)(=O)N2CCOCC2)c1	i	i	0.8
O=C(CSc1nccc2ccccc12)N1CCN(c2ccccn2)CC1	i	i	-0.3
CC(=O)Oc1ccc(N2C(=O)C3C4C=CC(C5CC45)C3C2=O)cc1[N+](=O)[O-] (stereo not drawn)	i	i	-0.6
COc1cccc(C2CC(=O)Nc3cc(OC)c(OC)c(OC)c32)c1OC (stereo not drawn)	i	i	-1.0
CCOC(=O)c1nnn(-c2nonc2-n2cccc2)c1C	i	i	-0.3
O=C(NCc1ccccc1)/C(=C/c1ccc([N+](=O)[O-])cc1)NC(=O)c1ccco1	i	i	9.6
COc1cccc(-n2c([S-])c(C(=O)Nc3ccc(S(=O)(=O)N4CCOCC4)cc3)[n+]3cc(C(N)=O)ccc23)c1	i	i	-1.2
CCOC(=O)N1CCC(=C2c3ccc(Cl)cc3CCc3cccnc32)CC1	i	i	-1.0

Later entries:
SMILES	CHT block	CHT allo act	STK33 inh
COc1ccc(-c2[nH]ncc2/C=N\NC(=O)c2cccs2)cc1OC	i	i	4.0
CC(/C=N/NC(=O)c1cc(-c2cccnc2)nc2c1c(C)nn2-c1ccccc1)=C\c1ccccc1	i	i	-0.7
O=C(c1ccc2c(=O)n(Cc3ccc4c(c3)OCO4)c(=S)[nH]c2c1)N1CCCCC1	i	i	-1.1
CCc1nc(SCC(=O)N2CC(=O)Nc3ccccc32)c2c(C)c(C)sc2n1	i	i	-2.4
CCOC(=O)c1cnc2c(-c3ccccc3)c(-c3ccccc3)nn2c1C	i	i	-0.6
Cc1noc(NS(=O)(=O)c2ccc(NC(=O)CSc3nc4c(cc3C#N)CCC4)cc2)c1C	i	i	2.0
Fc1ccccc1NC(=S)N1CCN(Cc2ccccc2)CC1	i	i	-0.7
O=C(CO/N=C/c1ccc(OC(F)F)cc1)NC1CCCCC1	i	i	0.5

Assay outcomes from PubChem.
